Pin1 inhibitor = blocks the human prolyl isomerase Pin1; Q13526; Pin1 FP peptide displacement, HiFluor488, 10 min; Potency, µM (titrated, usually from 115 µM), for inactives: at the highest dose activity, negative = inhibition, actives largely listed as inhibitors; 390,000 compounds, 0.009% hits; active = well fitted inhibition curve with a large enough effect in the polarisation, with a control signal flat, not every such curve was filed as active; inconclusive = small, poorly fitted or top-dose-only effect, or effect the other way, or a change in a side signal; inactive = no such curve, though single readings can be large or run the other way; the % refers to the polarisation; also: % is scaled to controls: 0 for no effect and ±100 for the full control effect
Target sequence (Q13526 whole entry, looked up): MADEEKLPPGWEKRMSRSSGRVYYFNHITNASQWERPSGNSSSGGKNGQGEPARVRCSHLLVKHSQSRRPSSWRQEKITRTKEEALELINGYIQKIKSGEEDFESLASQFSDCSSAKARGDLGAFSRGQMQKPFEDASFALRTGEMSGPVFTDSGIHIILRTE
JMJD2A Tudor inh = blocks the human JMJD2A Tudor domain; AlphaScreen JMJD2A-Tudor / H3K4me3 peptide binding; Potency, µM (titrated, usually from 114 µM), for inactives: at the highest dose activity change, negative = inhibition, actives largely listed as inhibitors; 390,000 compounds, 4.4% hits; AID 504339; also: % is scaled to controls: 0 for no effect and ±100 for the full control effect; nearly all actives have a fitted effect of over 50% in size
PGK inhibitor = T. brucei PGK inhibition | PGK/GAPDH coupled, Kinase-Glo luminescence, 60 min | 380,000 compounds, 0.043% hits | P07378 | Potency, µM (doses to about 57.5 µM), for the others: at the highest dose activity change, negative = inhibition, actives largely listed as inhibitors; also: % is scaled to controls: 0 for no effect and ±100 for the full control effect; nearly all actives have a fitted effect of over 60% in size
Target sequence (P07378 whole entry, looked up): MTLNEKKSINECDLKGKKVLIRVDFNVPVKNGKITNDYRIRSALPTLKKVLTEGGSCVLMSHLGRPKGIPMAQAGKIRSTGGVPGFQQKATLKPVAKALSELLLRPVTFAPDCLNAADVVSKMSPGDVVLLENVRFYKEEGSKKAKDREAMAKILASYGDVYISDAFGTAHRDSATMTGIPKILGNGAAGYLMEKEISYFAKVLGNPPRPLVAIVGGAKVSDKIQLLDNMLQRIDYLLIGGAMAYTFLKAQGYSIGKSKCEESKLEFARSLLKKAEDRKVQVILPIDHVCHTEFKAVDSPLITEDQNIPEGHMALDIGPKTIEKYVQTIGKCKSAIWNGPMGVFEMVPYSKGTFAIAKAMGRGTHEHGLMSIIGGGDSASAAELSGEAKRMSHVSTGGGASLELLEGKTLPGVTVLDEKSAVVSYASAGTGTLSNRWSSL
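Luminescent ATP detection (Kinase-Glo Plus) follows a 60-minute room-temperature incubation, with wells lacking PGK as controls. Buffer: 100 mM TEA (pH 7.6), 5 mM MgCl2, 0.01% Tween-20. Coupling enzyme GAPDH (100 nM final) supplies unstable 1,3-BPG in-well.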
HP1b binding inh = blocks HP1-beta chromodomain binding to methylated histone tails. Potency, µM (doses to about 114 µM), for inactives: at the highest dose activity change, negative = inhibition, usual class: inhibitors. AlphaScreen HP1-beta / biotin-H3K9me3 peptide binding. 390,000 compounds, 0.56% hits. AID 540317; also: nearly all actives have a fitted effect of over 70% in size; inactives centre near 23
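Compound inhibition of the preformed complex between 50 nM HP1-beta and 50 nM biotinylated H3K9me3 peptide was read by AlphaScreen. Buffer was PBS pH 7.4 with 0.01% Tween-20. Incubations ran 30 min at room temperature, with 10 ug/mL donor/acceptor beads.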
TrxR1 inh = rat TrxR1 inhibition; recombinant rTrxR1, NADPH fluorescence consumption, selenite substrate; O89049; Potency, µM (top dose mostly 114 µM), for inactives: at the highest dose activity change, negative = inhibition, actives largely listed as inhibitors; 390,000 compounds, 1% hits; AID 588453; also: % is scaled to controls: 0 for no effect and ±100 for the full control effect; nearly all actives have a fitted effect of over 65% in size
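Rat TrxR1 (90 nM in the dispensed reagent) was pre-reduced with 400 uM NADPH for 5 min at room temperature, then incubated with compound for 15 min. After 400 uM selenite was added, NADPH fluorescence (Ex 340/Em 450 nm) was followed for 8 min.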
ERG-DNA inh = inhibitors of human ERG Ets domain-DNA interaction | fluorescence polarization, His-ERG Ets domain / labelled DNA | 370,000 compounds, 0.028% hits | P11308 | Potency, µM (highest dose often 76.9 µM), without a hit: top-dose FP activity, negative = inhibition, hits mostly inhibitors; active = well fitted inhibition curve with a large enough effect in the polarisation, with a control signal flat; inconclusive = small, poorly fitted or top-dose-only effect, or effect the other way, or a change in a side signal; inactive = no such curve, though single readings can be large or run the other way; the % refers to the polarisation;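 also: polarization taken with two DNA probes labelled with fluorescein and Texas red; % of control where 0% means no effect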
Target sequence (P11308 whole entry, looked up, the tested form may be a part): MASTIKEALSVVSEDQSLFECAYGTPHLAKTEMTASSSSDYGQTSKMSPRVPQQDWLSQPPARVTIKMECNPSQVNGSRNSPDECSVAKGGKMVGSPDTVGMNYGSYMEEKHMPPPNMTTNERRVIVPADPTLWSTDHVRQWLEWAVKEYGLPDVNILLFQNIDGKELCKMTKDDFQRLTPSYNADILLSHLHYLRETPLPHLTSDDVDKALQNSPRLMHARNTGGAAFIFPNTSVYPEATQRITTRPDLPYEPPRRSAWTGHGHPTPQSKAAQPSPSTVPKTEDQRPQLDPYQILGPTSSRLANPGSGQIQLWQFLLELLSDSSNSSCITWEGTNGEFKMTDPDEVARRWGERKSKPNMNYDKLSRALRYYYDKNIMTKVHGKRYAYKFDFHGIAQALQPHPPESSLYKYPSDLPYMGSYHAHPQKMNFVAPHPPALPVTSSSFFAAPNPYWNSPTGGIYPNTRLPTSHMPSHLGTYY
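His-tagged ERG Ets domain (1 uM in the protein solution; 300mM KCl, 50mM Tris-HCl, 1mM EDTA, 1mM DTT, pH 7.5) received compound, then a probe mix of 5 nM fluorescein-DNA and 100nM Texas-615-DNA. Fluorescence polarization was read for both dyes.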
GLS inhibitor = glutaminase GLS (human) inhibition | AID 624170 | 410,000 compounds, 0.21% hits | Potency, µM (doses to about 45.5 µM), without a hit: top-dose activity change, negative = inhibition, hits mostly inhibitors | GLS enzymatic activity, qHTS titration | O94925; also: % is scaled to controls: 0 for no effect and ±100 for the full control effect
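Assay buffer: 45 mM KH2PO4 pH 8.2, 0.02% Tween-20. hKGA acts on L-glutamine (1 mM solution added); product glutamate is reported by an oxidase/peroxidase Amplex Red coupling, with fluorescence taken at baseline and 30 min.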
RGS4 inhibitor = human RGS4 inhibition | Transcreener GDP fluorescence polarization, RGS4-accelerated GTP hydrolysis | Potency, µM (series often up to 114 µM), inactives show at the highest dose activity change, negative = inhibition, actives largely listed as inhibitors | 390,000 compounds, 0.039% hits | P49798; also: % is scaled to controls: 0 for no effect and ±100 for the full control effect; nearly all actives have a fitted effect of over 75% in size; some results filed as inactive show a strong effect at the top dose
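MLSMR compounds (23 nl, pin-transferred) preincubated 10 min at room temperature with a 500nM (2x) first reagent, then RGS4 at 900nM (2x) plus Transcreener GDP mix added; fluorescence polarization (620/688 nm) read before and after 90 min at 30 °C.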
12-LOX inh = inhibitors of human 12S-lipoxygenase ALOX12. P18054. purified 12hLO, xylenol orange hydroperoxide absorbance. Potency, µM (series often up to 108 µM), for the others: at the highest dose activity change, negative = inhibition, most hits filed as inhibitors. 580,000 compounds, 1.1% hits. AID 1671190; also: % is scaled to controls: 0 for no effect and ±100 for the full control effect
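Purified human 12hLO (150 nM final) in 25 mM Hepes, 0.01% Triton X-100, pH 7.0 was preincubated 15 min at room temperature with compound. Then 40 uM arachidonic acid was added, 30 min. Hydroperoxide was read by Fe-XO absorbance ratio 573/405 nm.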
Numbers without * were called inactive; i = inactive; ? = inconclusive; · = no result given; & = joins results of further samples; [ ] = another dose, or the depositor's remark. Unless noted, calls follow the shape of the dose curve; as a rule, active = well fitted curve in the direction sought with a large enough effect; inconclusive = small, poorly fitted or top-dose-only effect, or another doubt; inactive = no such curve, though single readings can be large; an effect the other way counts as inactive or inconclusive. Potency is read from the fitted curve at half-maximal effect.

Pin1 inhibitor	JMJD2A Tudor inh	PGK inhibitor	HP1b binding inh	TrxR1 inh	ERG-DNA inh	GLS inhibitor	RGS4 inhibitor	12-LOX inh	Molecule
-7%	-7%	i	26%	-4%	6%	-15%	-8%	0%	CCOC(=O)C(=CNc1cccc(N)n1)C(=O)OCC
12%	-2%	i	49%[activator]	-23%	2%	-11%	-34%	4%	O=C(CCS(=O)(=O)Cc1ccccc1F)N1CCc2ccccc2C1
0%	3%	-2%	36%	-2%	1%	-2%	-31%	?	COc1ccc(-c2nc(CS(=O)CC(=O)N3CCN(C)CC3)c(C)o2)cc1OC (stereo unspecified)
?	18µM*	-3%	?	1%	-5%	-17%	-52%	-25%	CCCCCOc1ccccc1CN1C(=O)C(=O)c2cc(C)ccc21
1%	-17%	i	18%	13%	-1%	-2%	-15%	100%	CN1CCN(c2ncc(CN3C(=O)c4ccccc4C3=O)s2)CC1
4%	-2%	3%	25%	3%[57.1 µM]	5%	2%	-16%	2%	S=C1NCN(C2CCCCC2)CN1Cc1ccccc1
7%	4%	7%	42%[activator]	9%	5%	0%	5%	0%	COc1ccc(C)cc1NC(=O)C1CCCN1S(=O)(=O)c1ccccc1F (stereo unspecified)
-6%	-8%	4%	9%	22%[57.1 µM]	-1%	-4%	27%	1%	COc1ccccc1OCc1nnc(SCC(=O)Nc2ccc(N3CCOCC3)cc2)n1C
0%	-13%	3%	23%	-15%	9%	1%	10%	0%	COCCNc1nnc(Cc2ccc(Cl)cc2)c(=O)[nH]1
-4%	-14%	-4%	25%	-7%	-1%	-1%	-13%	0%	Cc1cc(C)nc(N2CCC(CNC(=O)CCc3ccccc3)CC2)n1
-4%	-11%	1%	42%[activator]	16%	-1%	2%	2%	-1%	COc1ccc(-n2nc3c(c2NC(=O)CCCCl)CSC3)cc1
-4%	-1%	·	?	11%	·	·	-6%	·	CC(C)(C)OC(=O)NC(Cc1ccccc1)C(=O)NC1COC2CC(n3ccc(=O)[nH]c3=O)OC12 (stereo unspecified)
-3%	-9%	i	42%[activator]	5%[57.1 µM]	1%	21%	-7%	?	COc1ccc(OC)c(C2/C(=C(/O)c3ccccc3)C(=O)C(=O)N2Cc2ccco2)c1 (stereo unspecified)
3%&-5%	-25%&7%	-6%&0%	27%&39%	28%&-2%	2%&-5%	-10%&7%	2%&5%	-27%	COC(=O)Cc1c(C)nc2nc(-c3ccc(C)cc3)[nH]n2c1=O
-2%	-19%	i	11%	-9%	5%	1%	23%	?	Cc1ccc(S(=O)(=O)Nc2cc(Cl)c3oc4c(c3c2)CCCC4)cc1
-4%	-6%	-3%	45%[activator]	-11%	-2%	4%	11%	0%	N#Cc1cnn(Cc2ccccc2)c1/N=C/N1CCOCC1
3%	?	2%	-28%[57 µM]	7.9µM*	-4%	30%	?	?	COc1cc([N+](=O)[O-])ccc1-c1ccc(/C=C2\C(=O)ON=C2c2ccccc2)o1
2%	-12%	0%	4%	-16%	-8%	-8%	-7%	-13%	Cc1ccc(S(=O)(=O)/N=C(/Nc2cccc(O)c2)c2ccccc2)cc1
-10%	-26%	-11%	32%	18%	12%	-1%	-5%	20%	Cc1cccc(OCC(=O)Nc2ncn[nH]2)c1C
?	98%[activator]	8%	119%[activator]	-9%	8%	3%	14%	-13%	Cc1cccc(C)c1OCCNC(=O)c1ccc2ccccc2n1
-5%	-8%	-3%	11%	13%	4%	4%	-1%	-15%	O=C(NCc1ccccc1)C(=O)Nc1ccc2nc3n(c(=O)c2c1)CCCCC3
-3%	-19%	-9%	24%	11%[11.4 µM]	-16%[15.4 µM]	2%	13%	3%	Cc1ccc(CN2CCN(Cc3cnc(C)s3)CC2CCO)cc1 (stereo unspecified)
1%	-2%	-9%	33%	10%	1%	-5%	-4%	-3%	CCC(C)c1c(O)nc(SCc2ccccc2)[nH]c1=O (stereo unspecified)
-2%	-2%	-9%	38%	7%	-12%	-5%	-4%	-1%	Cc1ccc(NC(=O)CN2C(=O)C(=O)N(C3CCCC3)C2=O)c(Cl)c1
-1%	79µM*	i	15%	-10%	8%	11%	2%	?	Cc1cc(NC(=O)CSc2nnc(-c3ccncc3)n2N)ccc1Br
-5%	-16%	i	?	25%[57.1 µM]	0%	6%	-12%	-25%	Cc1nn2c(-n3ccnc3)c3c(nc2c1-c1ccccc1)CCC3
0%	103%[activator]	15%	212%[activator]	-3%	0%	7%	14%	8%	Cc1ccc(OCC(=O)c2ccc3c(c2)CCCC3)cc1C
0%	-8%	4%	35%	-6%[57.1 µM]	6%	15%	19%	-1%[57.4 µM]	O=C1c2ccccc2C(Nc2ccccc2)N1c1cccnc1 (stereo unspecified)
1%	-1%	i	19%	9%	-3%	0%	1%	11%	CCOC(=O)C1(Cc2ccccc2C(F)(F)F)CCN(Cc2ccon2)CC1
20%	-8%	-3%	37%	13%	2%	-3%	6%	1%	Cc1sc2ncnc(N3CCC(C(=O)NNC(=O)c4ccc(Cl)cc4)CC3)c2c1C
-1%	-10%	8%	2%	-14%	4%	-11%	2%	5%	CC(C)Oc1ccccc1C1NC(=O)CCC1[N+](=O)[O-] (stereo unspecified)
1%	-3%	-5%	34%	11%[57.1 µM]	7%	-2%	-42%	-24%	CCCCc1ccc(NC(=S)N2CCC(O)CC2)cc1
-5%	-7%	i	25%	12%	3%	-17%	0%	0%	COc1cccc(CNC(=O)CCC2CCCN(C(=O)CCC(F)(F)F)C2)c1 (stereo unspecified)
-2%	-20%	-1%	11%	1%	7%	-4%	-25%	-6%	O=C(Nc1ccccc1N1CCN(C(=O)c2ccccc2)CC1)c1ccc2c(c1)OCO2
-9%	2%[11.4 µM]	-1%	-17%	15%[57.1 µM]	11%	11%	-53%	?	Cc1noc(NS(=O)(=O)c2ccc(N/C=C\C(=O)c3ccccc3)cc2)c1C
-11%	-14%	-3%	24%	8%	-12%	16%	22%	?	CN1CCCN(C(=O)c2cc3c(s2)CCCC3)CC1
-10%	56µM*	-3%	51%[activator]	5%	-3%	13µM*	1%	21%	O=C(N/N=C/c1ccc(O)cc1O)c1ccncc1
0%	-15%	i	13%	-2%	-12%	1%	7%	0%	CCCn1c2ccccc2c2cnn(CC(=O)NCCOC)c(=O)c21
1%	?	i	9%	43%[activator]	-7%	0%	-29%	-21%	Cc1oc(-c2ccc(Cl)cc2)nc1CN1CCCC(C(=O)NCCc2ccc(Cl)cc2)C1 (stereo unspecified)
-2%	?	9%	7%	7%[57.1 µM]	2%	5%	-10%	-17%	CCN(CCn1cccn1)Cc1nc(-c2ccccc2)no1
5%	-18%	-3%	30%	-13%	20%	-2%	-19%	-13%	CC1CCN(C(=O)COC(=O)CSc2ccc(C(N)=O)cc2[N+](=O)[O-])CC1
-3%	8%	-1%	19%	14%[57.1 µM]	12%	-23%	15%	?	COc1ccc(-c2oc3ccccc3c(=O)c2OC(C)=O)cc1
4%	50µM*	-5%	73%[activator]	11%[57.1 µM]	11%	3%	-3%	3%	COc1cc(OC)cc(C(=O)OCC(=O)Nc2nnc(-c3ccccc3)o2)c1
-3%	-19%	-7%	28%	1%	1%	-7%	-12%	?	CCCSc1nc(=S)n(Cc2ccccc2)c(C)c1C(C)=O
9%	63%[activator]	-6%	113%[activator]	11%	-1%	8%	7%	89%&-9%	COC(=O)c1cc2sc(C)cc2n1Cc1ccccc1
10%	-14%	0%	17%	44%[activator]	1%	-2%	-13%	-11%	COc1cc(C(C(=O)NC2CCCCC2)N(Cc2cccs2)C(=O)Cc2c[nH]c3ccccc23)cc(OC)c1OC (stereo unspecified)
10%	-1%	0%	22%	?	8%	6%	6%	?	O=C(O)CCc1nn2c3ccccc3n(CC(=O)O)c2nc1=O
?	-18%	2%	42%[activator]	19%	-1%	-11%	5%	0%	O=C(NCc1ccccc1)c1ccc(CSc2nc3cccnc3n2Cc2ccccc2)cc1
7%	-8%	-12%	8%	34%[57.1 µM]	-1%	5%	3%	-4%	O=C(CSc1nccc(=O)[nH]1)Nc1ccc2c(c1)OCCO2
0%	22µM*	-10%	24%	-6%	-12%	-18%	?	0%	FC(F)(F)c1ccc(-c2nc(=S)[nH][nH]2)cc1
?	-4%	18%	28%	15%	3%	4%	10%	-18%	O=C(Nc1cccc(C(F)(F)F)c1)c1cc2nc(-c3ccccc3)cc(C(F)(F)F)n2n1
?	-14%	i	47%[activator]	4%	0%	-2%	-20%	-25%	CCOc1ccc(C(=O)Nc2c3c(nn2C(C)(C)C)CSC3)cc1OCC
6%	-16%	0%	16%	-10%	-1%	12%	13%	-25%	CC(O)(C#CCN1CCOCC1)c1ccccc1 (stereo unspecified)

Quoted at random: 3 compounds from above.
Pin1 inhibitor	JMJD2A Tudor inh	PGK inhibitor	HP1b binding inh	TrxR1 inh	ERG-DNA inh	GLS inhibitor	RGS4 inhibitor	12-LOX inh	Molecule
0%	22µM*	-10%	24%	-6%	-12%	-18%	?	0%	FC(F)(F)c1ccc(-c2nc(=S)[nH][nH]2)cc1
?	-4%	18%	28%	15%	3%	4%	10%	-18%	O=C(Nc1cccc(C(F)(F)F)c1)c1cc2nc(-c3ccccc3)cc(C(F)(F)F)n2n1
?	-14%	i	47%[activator]	4%	0%	-2%	-20%	-25%	CCOc1ccc(C(=O)Nc2c3c(nn2C(C)(C)C)CSC3)cc1OCC

Screens (PubChem BioAssay)

Not all compounds are listed; count on the stated rates, not on these rows.
